Assay outcomes from PubChem.
DAT uptake mod: changed human dopamine transporter uptake under cocaine IC80; Q01959; LLC-PK1 hDAT cells, [14C]-dopamine uptake with cocaine IC80; actives deviate in either direction; B-score at 10 µM; hit rate 1.3% among 110,000;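 active = Z score or B-score, a plate-position-corrected score, falls beyond the plate's 99.7% confidence bounds, in either direction; inactive = both scores lie inside the 99.7% bounds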;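 note: scored against the spread of the other compound wells on the same plate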
Target sequence (Q01959 whole entry, looked up): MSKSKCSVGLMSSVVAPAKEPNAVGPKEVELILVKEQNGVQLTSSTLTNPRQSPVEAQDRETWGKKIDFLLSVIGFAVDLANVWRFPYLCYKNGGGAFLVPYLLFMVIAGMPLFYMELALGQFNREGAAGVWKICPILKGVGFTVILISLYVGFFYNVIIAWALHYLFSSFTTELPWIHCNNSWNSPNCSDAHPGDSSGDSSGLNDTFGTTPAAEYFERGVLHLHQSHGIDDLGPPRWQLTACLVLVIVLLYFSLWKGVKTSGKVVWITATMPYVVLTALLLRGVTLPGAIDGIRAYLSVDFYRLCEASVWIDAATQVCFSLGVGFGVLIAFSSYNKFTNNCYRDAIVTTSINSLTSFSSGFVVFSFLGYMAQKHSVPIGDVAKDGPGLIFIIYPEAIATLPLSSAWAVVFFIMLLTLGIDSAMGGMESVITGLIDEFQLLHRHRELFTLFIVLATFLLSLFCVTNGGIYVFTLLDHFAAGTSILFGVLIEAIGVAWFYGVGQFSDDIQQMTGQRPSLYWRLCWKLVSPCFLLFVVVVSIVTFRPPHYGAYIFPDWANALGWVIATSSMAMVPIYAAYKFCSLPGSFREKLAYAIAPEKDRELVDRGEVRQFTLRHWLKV
Starred values were filed as active, the others as inactive. Some of the compounds tested. The share of hits here may be higher or lower than overall.

SMILES | DAT uptake mod
CC(C)Oc1ccc(Cl)cc1Nc1nc(NCCO)nc(N2CCCC2)n1 | 0.49
CCC1=C2CC[C@H]3C(=O)N(CC(=O)OC)C(=O)[C@H]3[C@H]2[C@@]2(C)C(=NCC(=O)OC)OC(=O)N2C1=O | -0.019
COC(=O)[C@@H]1C[C@@]2(O)[C@@H](O)[C@@H](O)[C@@H](O)C[C@H]2N1Cc1ccc(-c2ccccc2)cc1 | 0.17
COC(=O)C1=C(C(=O)OC)[C@@H]2N(C)c3ccccc3[C@@]23C[C@@H](C(=O)OC)N(C(=O)c2ccc(Br)cc2)C3=N1 | -0.15
COc1ccc(CCNC(=O)Cc2ccc(OC)c(OC)c2)cc1OC | -0.019
CC[C@H](C)[C@@H]1NC(=O)c2cc([N+](=O)[O-])cc(I)c2SC[C@@H](C(N)=O)NC(=O)[C@H](CCCCN)NC1=O | -1.2
C=CCN1c2ccccc2[C@]23C[C@@H](C(=O)OC)N(C(=O)OCC)C2=NC(C(=O)OC)=C(C(=O)OC)[C@H]13 | -0.097
CC1=C(C)SC(=C(C#N)c2nnc(N3CCOCC3)n2-c2ccccc2)S1 | 0.92
FC(F)(F)c1cc(CCN2C(=S)NC[C@@H]2CC2CCCCC2)cc(C(F)(F)F)c1 | 0.061
CCOC(=O)C[C@H]1c2cc(F)ccc2S(=O)(=O)N1C(C)C | -0.47
Cc1csc(N2CCCC2c2nc3cc(Cl)c(N4CCCCC4)cc3n2CCCO)n1 (stereo not drawn) | -0.091
COC(=O)c1cc(=O)n(-c2ccccc2)c(=Nc2ccccc2)s1 | 0.22
COc1ccccc1OCC(O)CN1CCN(CC(=O)Nc2c(C)cccc2C)CC1 (stereo not drawn) | 0.16
C=C1CCN([C@@H](Cc2ccccc2)C(=O)N2CCOCC2)S(=O)(=O)c2ccccc21 | -0.023
CCN1/C(=C/C=C/C=C/c2sc3ccccc3[n+]2CC)Sc2ccccc21 | -0.72
CCO[C@@H]1OC(C(=O)NC2CC2)=C[C@H](c2ccccc2)[C@H]1CCCO | -0.15
CCCNc1nc(C)cc(-c2cc(C(=O)NCc3ccccc3)on2)n1 | -0.43
COc1cc(O)c(C(CC(=O)N2CCCCC2)c2ccc(N(C)C)cc2)c(OC)c1 (stereo not drawn) | 0.21
COc1ccc(-c2nnc3sc(-c4ccccc4OC)nn23)cc1 | 0.23
CN(Cc1ccccc1)C(=O)c1[nH]cnc1C(=O)N[C@@H](Cc1ccccc1)C(=O)OCc1ccccc1 | 0.28
C#CCOCCOCCOCCNc1nc(N2CCN(C(=O)[C@H]([C@@H](C)CC)n3cc(CCCN=C(N)N)nn3)CC2)nc(N2CCN(C(=O)[C@H]([C@@H](C)CC)n3cc(CCCN=C(N)N)nn3)CC2)n1 | 0.026
C=CCN1CCc2c(cc(O)c(O)c2Cl)C(c2ccccc2)C1 (stereo not drawn) | -0.03
C[C@@H]1CC=C[C@H]2[C@H]1C(=O)N(Cc1ccccc1)[C@H]2c1ccc(F)c(Br)c1 | -0.43
COC(=O)[C@@H]1C[C@H]2CC[C@H](O)C[C@H]2N1Cc1ccccc1OS(=O)(=O)c1ccc(C)cc1 | 0.73
CCO[C@@H]1OC(C(=O)O)=C[C@H](c2coc3ccccc3c2=O)[C@H]1CCCO | -0.65
Cn1c(NCc2ccccc2Cl)nc2ccccc21 | 0.37
COc1ccc(/C=C/c2ccccc2)cc1[C@H]1[C@H]2C=CC[C@@H](C)[C@@H]2C(=O)N1Cc1ccccc1 | -0.012
COC(=O)C1=C(C(=O)OC)[C@@H]2Nc3ccccc3[C@@]23C[C@@H](C(=O)OC)N(C(=O)c2cccs2)C3=N1 | -0.33
Cn1c(=O)[nH]c(=O)c2c1nc(N1CCCCCC1)n2CC(=O)c1ccccc1 | 0.37
O=C(NCc1ccccc1)C1=C[C@H](c2ccc(Br)cc2)C[C@H](OCCCCO)O1 | 0.56
O=C(NCCO)c1ccc2c3n(nc2c1)-c1ccccc1CO3 | 0.11
COc1ccc(C)cc1NC(=O)c1cc2c(CO)cnc(C)c2oc1=N | -0.91
C=CCc1ccc(O)c(-c2cc(CC=C)ccc2O)c1 | -0.056
Cc1ccccc1-c1ccc(C(=O)NCc2ccccc2)o1 | 1.7
CC(C)[C@@H]1NC(=O)c2cc([N+](=O)[O-])cc(I)c2OCC[C@@H](C(N)=O)NC(=O)[C@H](CCC(=O)O)NC1=O | 0.037
COc1ccc(S(=O)(=O)N(CC(=O)N2CCN(c3ccccc3OC)CC2)c2ccccc2)cc1 | 0.47
CC1(C)C=Cc2cc3ccc(=O)oc3cc2O1 | 0.8
Oc1cc2c(cc1O)[C@@H](c1ccccc1)CNCC2 | -0.84
CCN(CC)C(=O)c1[nH]cnc1C(=O)N[C@@H](CCCCNC(=O)OC(C)(C)C)C(=O)OC(C)(C)C | 0.043
O=C(C1=C[C@@H](c2ccc(Br)cc2)C[C@@H](OCCCCO)O1)N1CCOCC1 | -0.32
Cc1c(C(=O)NNc2cc(=O)n(C)c(=O)n2C)cccc1[N+](=O)[O-] | -1.5
COc1ccc(-c2oc3ccc(-c4ccc5c(c4)OCO5)cc3c2-c2ccc(OC)nc2)cc1 | -0.33
COC(=O)c1ccc(C2=NOC(C)(c3nnc(-c4cccc(Cl)c4)o3)C2)cc1 (stereo not drawn) | 0.17
COc1ccc(C2CC(O)(c3ccccc3)Oc3c(C)ccc(C)c32)cc1 (stereo not drawn) | 0.32
N#CCc1c(C#N)c(N)nc(N2CCOCC2)c1C#N | -0.002
Cc1ccc(NC(=O)c2nc[nH]c2C(=O)N[C@@H](C)C(=O)OC(C)(C)C)cc1 | 0.52
C#Cc1ccc([C@@H]2C=C(C(=O)N3CCOCC3)O[C@H](OCCCCO)C2)cc1 | 0.11
COCCNC(=O)c1c(CSc2ccc(Cl)cc2)noc1C(=O)NCc1ccccc1 | -0.65
CCN1C(=O)N[C@@H](c2ccco2)C(C(=O)OC)=C1C | 0.34
C[C@@H]1CC[C@@]2(O[C@H](CCO)C[C@@H](O)[C@@H]2O)O1 | 1.7
N[C@@H](C(=O)N[C@@H]1C(=O)N2C(C(=O)O)=C(Cl)CS[C@H]12)c1ccccc1 | 0.0051
CCCN1CCC(=O)N(CCSc2ccc(OC)cc2)CC1 | -0.79
CN(Cc1ccccc1)c1ccc(C(CC(N)=O)NC(=O)Cc2ccc(Br)cc2)cc1[N+](=O)[O-] (stereo not drawn) | -0.2
CC(C)C[C@@H](CSc1ccc(Br)cc1)N1CCN(CC(C)C)CCC1=O | 0.021
CCOC(=O)N1CCC(NC(=O)c2cnn3c(C(F)(F)F)cc(-c4cccc(OC)c4)nc23)CC1 | 0.37
COc1ccc(SC[C@H](CC(C)C)N2CCN(CCc3ccccc3)CCC2=O)cc1 | 2
C#CCNC(=O)C1=C[C@@H](c2ccc3c(c2)OCO3)C[C@@H](OCCCCO)O1 | -0.72
NC(=O)CC(NC(=O)Cc1ccc(Br)cc1)c1ccc(NCCc2cccc(F)c2)c([N+](=O)[O-])c1 (stereo not drawn) | 0.49
COc1ccc(S(=O)(=O)C(C#N)c2nc3ccccc3nc2N2CCC(C)CC2)cc1 (stereo not drawn) | -1.6
O=C(OCc1nnn(Cc2ccccc2)c1-c1c(COC(=O)c2ccccc2)nnn1Cc1ccccc1)c1ccccc1 | -0.11
(further entries)
SMILES | DAT uptake mod
O=C(NCC1CCCO1)c1ccc2c(c1)S(=O)(=O)c1ccccc1C2=O (stereo not drawn) | -0.92
C[C@@H]1C[C@@H]2O[C@H]2/C=C\C=C\C(=O)Cc2c(Cl)c(O)cc(O)c2C(=O)O1 | -0.92
COc1cc(O)c(C(CC(=O)N2CCCCC2)c2ccc3c(c2)OCO3)c(OC)c1 (stereo not drawn) | -0.23
C=CCOC(=O)C1=C(C)NC(C)=C(C(=O)OCC=C)C1c1ccc(O)cc1 | 1.6
CCCCCCN(C(=O)CCCCCN1C(=O)NC(c2ccc(C(C)(C)C)cc2)C(C(=O)OCc2ccccc2)=C1C)C(C(=O)NCCCC)c1ccc(OCC(=O)OC)c(C(=O)OC)c1 (stereo not drawn) | -0.49
O=C(C1=C[C@H](c2coc3ccccc3c2=O)C[C@H](OCCCCO)O1)N1CCN(Cc2ccc3c(c2)OCO3)CC1 | 0.28
COc1cc(Nc2ccccn2)cc(C(=O)Nc2cccc(C(F)(F)F)c2)c1 | 1.2
NC(=O)CC(NC(=O)Cc1cccc2ccccc12)c1ccc(NCc2ccc(F)cc2)c([N+](=O)[O-])c1 (stereo not drawn) | -0.027
NC(=O)C[C@H]1NC(=O)[C@H](CCC(=O)O)NC(=O)c2cc([N+](=O)[O-])cc(I)c2NCCC[C@@H](C(N)=O)NC1=O | 0.23
Cc1ccc(C(=O)Nc2cccc(C(F)(F)F)c2)cc1NC(=O)c1nccnc1N | 0.37
CC(=O)OC[C@H]1O[C@H](CCO/N=C(\C)CCN2CCCc3nc(C)c(C)cc32)C=C[C@@H]1OC(C)=O | 0.57
N[C@@H](Cc1ccc(O)cc1)c1nnc([C@H](CC(=O)O)NC(=O)C2CCNCC2)o1 | -0.57
NC(=O)CC(NC(=O)c1ccccc1)c1ccc(NC2CCC2)c([N+](=O)[O-])c1 (stereo not drawn) | 0.039
O=c1c(-c2ccc(O)cc2O)coc2cc(O)cc(O)c12 | -0.94
O=C(Nc1ccccc1)C1=C[C@H](C2CCCCC2)C[C@H](OCc2ccc(CO)cc2)O1 | -0.0075
CCOC(=O)N1C2=NC(C(=O)OC)=C(C(=O)OC)[C@@H]3N(C)c4ccccc4[C@]23C[C@H]1C(=O)OC | -1.2
CC(=O)N1CC=CC1(CC(C)C)C(=O)NCc1cc(F)cc(C(F)(F)F)c1 (stereo not drawn) | 0.16
COCCCn1c2nc3ccccc3nc2c2c(=O)n(Cc3ccccc3Cl)cnc21 | 0.02
C=CCN1C(=O)C(O)(CC(=O)c2ccco2)c2cc(Br)ccc21 (stereo not drawn) | -1.7
Cc1ccccc1-c1nnc(NC(=O)CSc2nc3ccccc3s2)s1 | -0.032
COC(C/C=C\[C@H](O)COCc1ccccc1)OC | -0.43
CC(=O)O[C@@H]1C[C@H]2C(C)(C)C(=O)C=C[C@]2(C)[C@H]2CC[C@@]3(C)[C@H](c4ccoc4)OC(=O)[C@H]4O[C@]43[C@@]21C | -0.054
NCCCC[C@H](N)c1nnc([C@H](CC(=O)O)NC(=O)C2CCNCC2)o1 | 0.83
CCC(C)[C@H]1CN=C(N)N1CCc1cccc2ccccc12 (stereo partly drawn) | 0.22

4 of the entries above in order of the DAT uptake mod value, largest number first:
SMILES | DAT uptake mod
COCCCn1c2nc3ccccc3nc2c2c(=O)n(Cc3ccccc3Cl)cnc21 | 0.02
O=C(Nc1ccccc1)C1=C[C@H](C2CCCCC2)C[C@H](OCc2ccc(CO)cc2)O1 | -0.0075
CCOC(=O)N1C2=NC(C(=O)OC)=C(C(=O)OC)[C@@H]3N(C)c4ccccc4[C@]23C[C@H]1C(=O)OC | -1.2
C=CCN1C(=O)C(O)(CC(=O)c2ccco2)c2cc(Br)ccc21 (stereo not drawn) | -1.7

Next part:
SMILES | DAT uptake mod
CCOC(=O)c1ncn2c1CN(C)C(=O)c1cc(F)ccc1-2 | -0.19
N#Cc1c(Cc2cccc3ccccc23)nn(CCO)c1N | -1.7
CCOc1cc(N)c(Cl)cc1C(=O)NCC1CN(Cc2ccc(F)cc2)CCO1 (stereo not drawn) | 0.023
CCCCN1C(N)=NC[C@@H]1c1ccccc1 | 0.3
Cc1nc(C(=O)O)sc1C1(C)CC(c2cccc([N+](=O)[O-])c2)=NO1 (stereo not drawn) | 0.013
COc1ccc(N2CCN(C(=O)c3ccc4c(Cl)c5c(nc4c3)CCCC5)CC2)cc1 | 1.5
O=c1c(-c2ccc(O)cc2)coc2cc(O)ccc12 | 1.5
COc1ccc(-c2ccc([C@H]3[C@H]4C=CC[C@@H](C)[C@@H]4C(=O)N3Cc3ccccc3)c(F)c2)cc1 | 0.25
COC(C[C@H]1O[C@@H]1C(=O)[C@H](C)OCc1ccccc1)OC | 0.006
Cc1ccc2c(c1)C(=O)CC1(CCCCCC1)O2 | -0.55
O=C1c2ccccc2C(=O)N1Cc1nn2c(-c3ccc(Cl)cc3)nnc2s1 | 1.2
COc1ccc(-c2noc3c2-c2nc(-c4ccccc4Cl)sc2CC3)cc1 | -0.27
O=c1cc(O)c2ccc(O)cc2o1 | -0.98
COC(=O)c1ccsc1NC(=O)c1ccc(Cl)s1 | 0.25
O=C(NC1CCCCCC1)c1nnc(Cc2ccc(Cl)cc2)o1 | 0.65
C=CCCN(C(CC(C)C)C(=O)OC)S(=O)(=O)c1cc(Br)ccc1Br (stereo not drawn) | -0.74
CCCCOc1ccc(C(=O)CCN2CCCCC2)cc1 | 0.77
CC(=O)Nc1ccccc1Nc1nc(NCCO)nc(N2CCCC2)n1 | -0.016
COC(C/C=C\[C@@H](O)[C@H](C)OCc1ccccc1)OC | -0.53
COc1ccc(-c2cc(=O)c3c(OC)c(OC)c(OC)c(OC)c3o2)cc1OC | 0.73
CCCCNC(=O)C1CC(c2cccc(F)c2)=NO1 (stereo not drawn) | 0.17
CC1(c2nnc(Cc3ccccc3)o2)CC(c2ccc(Cl)cc2)=NO1 (stereo not drawn) | 0.53
CC(C)(C)c1ccc(C(=O)Nc2ccc(O)c3c(=O)cc(-c4ccccc4Cl)oc23)cc1 | -0.37

Quoted from the results shown (6 entries):
SMILES | DAT uptake mod
O=c1cc(O)c2ccc(O)cc2o1 | -0.98
COC(=O)c1ccsc1NC(=O)c1ccc(Cl)s1 | 0.25
O=C(NC1CCCCCC1)c1nnc(Cc2ccc(Cl)cc2)o1 | 0.65
C=CCCN(C(CC(C)C)C(=O)OC)S(=O)(=O)c1cc(Br)ccc1Br (stereo not drawn) | -0.74
CCCCOc1ccc(C(=O)CCN2CCCCC2)cc1 | 0.77
CC(=O)Nc1ccccc1Nc1nc(NCCO)nc(N2CCCC2)n1 | -0.016
